# High-throughput results as filed in PubChem.
# Pf Dd2 growth – inhibitors of Plasmodium falciparum Dd2 growth; P. falciparum Dd2 growth, SYBR Green, 72 h; Potency, µM (top dose mostly 28.9 µM), for the others: at the top dose activity, negative = inhibition, most hits filed as inhibitors; 4.3% of 120,000 active; AID 1347417; active = well fitted inhibition curve with a large enough effect; inconclusive = small, poorly fitted or top-dose-only effect; inactive = no such curve, though single readings can be large or run the other way;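 also: plate controls were DMSO vehicle for no effect and reference drug for full effect; nearly all actives have a fitted effect of over 65% in size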
#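 Readout: SYBR Green fluorescence, 485 nm excitation, 535 nm emission, after ~16 h lysis at 37C. Before that, Dd2-infected red cells (2.5% hematocrit) grew 72 h with compound, 29 uM top final concentration.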
# * marks the source's active call; other numbers are inactive results; i = inactive; ? = inconclusive; [ ] = dose if it differs, or a comment. Potency is read from the fitted curve at half-maximal effect.
# Preview, 16 compounds:
SMILES,Pf Dd2 growth
O=c1c2ccccc2n2c(-c3ccccc3O)nnc2n1Cc1ccc(F)cc1,100%[activator]
COc1ncc(CN2CC[C@@H]3OCC(=O)N(c4ccccc4)[C@H]3CC2)cn1,9%[44.1 µM]
CCCNC(=O)O[C@@H]1CC[C@]2(C)[C@H](CC[C@@H](O)[C@H]2CC(=O)N2CCCCC2)[C@]1(C)CO,i
O=C1CC(c2ccccc2)N(C(=O)C2CC2)CCCN(C(=O)CCCc2ccccc2)CCN1 (stereo not drawn),-6%
CCOc1ccc(S(=O)(=O)N2CCN(c3cccc(C(F)(F)F)c3)CC2)cc1OCC,-15%
CCn1c(C(=O)NCc2ccccc2C)cc2oc3ccccc3c21,-4%
Cc1ccc(CNC(=O)C(=O)NCC(c2cccs2)S(=O)(=O)c2ccc(C)cc2)cc1 (stereo not drawn),5%
O=C(NCc1nnc2c(-c3nc(C4CC4)no3)cccn12)c1c(F)cccc1Cl,?
O=C(c1nccc2ccccc12)N1CCC2(CC1)CC(CO)N(C(=O)c1ccccc1)C2 (stereo not drawn),-6%
O=C(Nc1cc(F)ccc1F)N1CCC(CN2CCCC2)CC1,i
COc1ccc(C(=O)Nc2ccc3nc4n(c(=O)c3c2)CCCCC4)cc1OC,?
Cc1ccc(NC(=O)Cc2ccc(-n3c(C)nc4cccnc43)cc2)cc1C,-2%
CC(C)NC1(Cc2cc(CCO)on2)COC1,7%[44.1 µM]
Cc1cc(C)c(NC(=O)C2CCN(c3nc4ccccc4[nH]3)CC2)c(C)c1,3%
COc1ccccc1CNC(=O)CCCCn1c(=O)c2ccccc2n(CC(=O)Nc2c(C)cc(C)cc2C)c1=O,7%
COc1ccc(-n2nnnc2SCC(=O)NCCc2ccccc2)cc1,0%

# This part in full (from the top)
SMILES,Pf Dd2 growth
O=c1c2ccccc2n2c(-c3ccccc3O)nnc2n1Cc1ccc(F)cc1,100%[activator]
COc1ncc(CN2CC[C@@H]3OCC(=O)N(c4ccccc4)[C@H]3CC2)cn1,9%[44.1 µM]
CCCNC(=O)O[C@@H]1CC[C@]2(C)[C@H](CC[C@@H](O)[C@H]2CC(=O)N2CCCCC2)[C@]1(C)CO,i
O=C1CC(c2ccccc2)N(C(=O)C2CC2)CCCN(C(=O)CCCc2ccccc2)CCN1 (stereo not drawn),-6%
CCOc1ccc(S(=O)(=O)N2CCN(c3cccc(C(F)(F)F)c3)CC2)cc1OCC,-15%
CCn1c(C(=O)NCc2ccccc2C)cc2oc3ccccc3c21,-4%
Cc1ccc(CNC(=O)C(=O)NCC(c2cccs2)S(=O)(=O)c2ccc(C)cc2)cc1 (stereo not drawn),5%
O=C(NCc1nnc2c(-c3nc(C4CC4)no3)cccn12)c1c(F)cccc1Cl,?
O=C(c1nccc2ccccc12)N1CCC2(CC1)CC(CO)N(C(=O)c1ccccc1)C2 (stereo not drawn),-6%
O=C(Nc1cc(F)ccc1F)N1CCC(CN2CCCC2)CC1,i
COc1ccc(C(=O)Nc2ccc3nc4n(c(=O)c3c2)CCCCC4)cc1OC,?
Cc1ccc(NC(=O)Cc2ccc(-n3c(C)nc4cccnc43)cc2)cc1C,-2%
CC(C)NC1(Cc2cc(CCO)on2)COC1,7%[44.1 µM]
Cc1cc(C)c(NC(=O)C2CCN(c3nc4ccccc4[nH]3)CC2)c(C)c1,3%
COc1ccccc1CNC(=O)CCCCn1c(=O)c2ccccc2n(CC(=O)Nc2c(C)cc(C)cc2C)c1=O,7%
COc1ccc(-n2nnnc2SCC(=O)NCCc2ccccc2)cc1,0%
CN1CCc2c([nH]c3ccccc23)C12CCNCC2,?
Cc1cnc(C2CC2)n1CCNC(=O)C(C)C,5%
Cc1nn(C)c(C)c1CCNC(=O)C1(CCO)CC12CCOCC2 (stereo not drawn),3%
CCN1C(=O)N(C2Cc3ccccc3C2)C(=O)C12CCN(Cc1cnn(-c3ccccc3)c1)CC2,-8%
O=C(Nc1ccc2c(c1)CCCN2C(=O)c1cccs1)c1ccc(F)c(F)c1,-10%
Cc1ccc2[nH]c(=O)c(CCC(=O)NC3CCN(Cc4ccccc4)CC3)cc2c1,7.1µM*
O=C(c1ccc(F)c(F)c1)N1CCC2(CC1)N=C(c1ccc(Cl)cc1)NO2,i
Cc1ccc(CNC(=O)N2CCCC(Cc3nncn3-c3ccccc3)C2)cc1 (stereo not drawn),2%
Cc1cc(C)cc(CN2CCC3(CCNCC3)C2)c1,-24%
CCOCCCNC(=O)CCC(=O)NNc1nc2ccccc2c2nc(C)nn12,-13%
O=c1c2cc3c(cc2nc2sc(Nc4cccc([N+](=O)[O-])c4)nn12)OCO3,i
COc1ccc(CC2CCOC3(CCN(C(=O)Nc4ccccc4F)CC3)C2)cc1 (stereo not drawn),?
CNC(=O)[C@@H]1C[C@@H](n2cc(CNC(=O)Nc3cc(C)ccc3C)nn2)CN1,0%
Cc1c(CN2CCCC(c3ccc(C(=O)O)cc3)C2)cnn1C (stereo not drawn),-2%
O=C(c1ccc(Cl)cc1)N1CC2(CCN(CC3CC3)C2)Cc2ccccc21 (stereo not drawn),6.3µM*
O=C(c1nc2sccn2c1Br)N1CCCC1,i
CN(C)S(=O)(=O)N1C[C@@H]2CC[C@H](C1)N(Cc1ccccc1C#N)C2,15%
CC(C)N1C(=O)C2(CCCC2)C1C(=O)O (stereo not drawn),-17%
COc1ccc(C2(CNC(=O)C[C@H]3NC(=O)c4ccccc4NC3=O)CCOCC2)cc1,-3%
Cc1cccc(CNC(=O)C2CCN(S(=O)(=O)c3cccc4nonc34)CC2)c1,55%[activator]
COc1cccc(CCNC(=O)c2ccc(Cn3c(SCc4ccccc4)nc4cccnc43)cc2)c1,?
COC(=O)c1ccccc1NC(=O)NCCc1c(C)nn(C)c1C,19%
CCN(CC)c1nc2c(S(=O)(=O)c3cccc(Cl)c3)nnn2c2ccsc12,?
Cc1oc(-c2ccccc2)nc1Cn1c(=O)cc(-c2ccccc2)c2c(C)nn(C)c21,10µM*
Cc1cn2nc(C(=O)N3CCC(NC(=O)c4ccc(C)s4)CC3)cc2c(=O)[nH]1,?
COc1ccc(-c2ccnc(N[C@H]3CO[C@H]4[C@@H]3OC[C@H]4OC(=O)Nc3cccc(OC)c3)n2)cc1,-8%
C[S+](=O)([O-])CCn1ncc2cc(OCC3CCN(C(=O)c4cccc(F)c4F)CC3)ccc21,i
COc1ccc(N2Cc3c(ncnc3N3CCC(O)CC3)N(C)CC2=O)cc1,-25%
CC(C)NC(=O)[C@H]1CN2CC[C@H]1C[C@@H]2Cn1cc(CO)nn1,41%[activator][44.1 µM]
COc1ccc(OC)c(CCNC(=O)c2ccc3c(c2)N(Cc2ccccc2)CCS3)c1,-21%
CC(C)NC(=O)N[C@H]1CCN(C(=O)c2cnccn2)[C@@H]1C(=O)N[C@@H](Cc1cccs1)C(N)=O,4%
O=c1oc2ccc(Br)cc2cc1-c1csc(-c2ccc(Cl)cc2)n1,18%
Cc1ccc(-n2c3nc(=O)[nH]c(=O)c-3cc3c(C)nn(-c4ccccc4)c32)cc1Cl,22%
CNC(=O)CCn1ncc2cc(OCc3ccccc3-c3cccc(O)c3)ccc21,?
Cc1cc(CNC(=O)c2ccc(S(N)(=O)=O)cc2)c2[nH]c(C)c(C)c2c1,-14%
COc1ccc(CCNC(=O)c2ccc3c(c2)CCN3S(=O)(=O)c2ccc(C)cc2)cc1,-8%
Cc1ccc(N2C(=O)N(Cc3cccc(Cl)c3)c3ccccc3S2(=O)=O)cc1,-7%
CCc1ccc2oc(-c3cccc(NC(=O)c4ccc(-c5cccc([N+](=O)[O-])c5)o4)c3)nc2c1,2µM*
COc1cccc(CNC(=O)Cn2c(SCC(=O)Nc3ccc(C)c(C)c3)nc3ccccc32)c1,i
Cc1c(C(=O)Nc2ccccc2Br)oc2ccc(S(=O)(=O)N3CCCCCC3)cc12,0%
CCO[C@H]1CN(C(=O)CCc2ccc(S(=O)(=O)NC)cc2)C[C@@H]1O,2%
COc1ccc(CNC(=O)c2c(C)sc3ccn(CC(C)C)c(=O)c23)cc1OC,i
COCCC(=O)N1CCCN(S(C)(=O)=O)c2ccccc21,3%
CCOc1ccc(NC(=O)c2ccc(F)c(S(=O)(=O)N(Cc3ccc(C(=O)OC)cc3)Cc3ccc(OC)c(OC)c3)c2)cc1,?
# Further records
SMILES,Pf Dd2 growth
O=c1c2oc3ccccc3c2n(Cc2cccc(F)c2)c(=O)n1Cc1ccc2c(c1)OCO2,?
COc1ccc(C(CC(=O)O)NC(=O)c2cc3ccccc3oc2=O)cc1OC (stereo not drawn),25%
COc1ccc(C(=O)N2CC(=O)Nc3ccc(C)cc3C2c2ccc(F)cc2)c(OC)c1 (stereo not drawn),?
Cc1cccc(N2CCN(S(=O)(=O)c3cc(C(=O)Nc4ccccc4Cl)ccc3F)CC2)c1C,129%[activator]
COc1ccc(C2Cn3nnc(C(=O)N4CCC(C(=O)Nc5cccc(Cl)c5)CC4)c3CO2)cc1 (stereo not drawn),i
CC1=C(C(=O)Nc2ccccc2C)C(c2ccccn2)n2ncnc2N1 (stereo not drawn),17%
COc1ccc(C(=O)N2CCC(N3C(=O)C(O)C34CCCCC4)CC2)cc1F (stereo not drawn),-5%
CCN(CC)Cc1cnc2c(C(=O)N(C)Cc3cc(C)cc(C)n3)cnn2c1,21%
CCOCCCN1C(=O)c2[nH]nc(-c3ccccc3O)c2C1c1ccc(CC)cc1 (stereo not drawn),11µM*
COc1ccnc(-c2nnc3ccc(N4C[C@@H](C)O[C@@H](C)C4)nn23)c1,i
O=C(NCc1ccco1)c1cc2c(s1)CCN(C(=O)c1ccc(Cl)cc1)C2,?
COCCCNC(=O)CCCN1C(=O)COc2ccc(C(=O)COc3cccc(C)c3C)cc21,-1%
Cc1noc(-c2ccc(-c3noc(-c4cccc(F)c4)n3)cc2)n1,i
CC(C)N1CCn2nc(C(=O)NCCc3ccc(Cl)cc3)cc2C1,i
Cc1ccc(C2N=C(N)Nc3nc4ccccc4n32)cc1 (stereo not drawn),-6%
COc1cccc(CN2CCc3c(cc(C(=O)Nc4ccc(C)cc4C)n3C)C2)c1,?
Cc1cc2nc(CO[C@H]3CN(C4CCC4)C[C@H]3F)[nH]c2cc1C,?
Cc1ccc(C)c(NC(=O)CN2C(=O)COc3ccc(Cl)cc32)c1,15%
Cc1ccc(C2=NC3(CCN(C(=O)c4ccc(F)c(F)c4)CC3)ON2)cc1,-3%
COCCN1C(=O)c2cccn2CC1CNC(=O)c1[nH]nc2c1COc1ccccc1-2 (stereo not drawn),-5%
CN(CC1CCOC1)C(=O)Nc1cccc(F)c1 (stereo not drawn),29%[5.79 µM]
O=C(Nc1ccc(F)c(Cl)c1)C1=NO[C@@H]2CN(Cc3cccnc3)C[C@H]12,-8%[44.1 µM]
CN1Cc2ccc(NCc3ccccc3)nc2C(C)(C(=O)NCCc2cnc[nH]2)C1 (stereo not drawn),i
CCCCn1c(CNC(=O)C23CC4CC(CC(C4)C2)C3)nnc1SCC(=O)Nc1ccccc1,-16%
COc1ccc(C2Cn3cnc(C(=O)N4CCC(C(=O)NCc5ccco5)CC4)c3CO2)cc1 (stereo not drawn),-24%
Cc1cc2nc3n(c(=O)c2n1CC(=O)Nc1cccc(Br)c1)CCCC3,-24%
Cc1ccc(C)c(NC(=O)Nc2cc3c(cc2N2CCCCC2)n(C)c(=O)n3C)c1,10µM*
CCOc1ccccc1CNC(=O)c1noc(-c2ccc(F)cc2)n1,i
COc1ccc2cc1Nc1ccc(cc1)C[C@H](NCC1CC1)C(=O)N(C)[C@@H](C(=O)NCc1ccccc1)C2,-25%
COc1ccc(-c2nc(Cn3c(=O)cc(C)c4c(C)nn(-c5ccccc5)c43)c(C)o2)cc1OC,14%
CCCNC(=O)c1c(C)oc2ccn(Cc3ccc(F)cc3)c(=O)c12,-30%
Cc1ccc(C)c(C(=O)N2CCC3(CC2)NC(=O)N(c2ccccc2)N3)c1,i
Cn1c(Cn2cccn2)nnc1C1CC(NC(=O)c2ccsc2)C1 (stereo not drawn),-6%
CCc1noc2nc(C)n(CC(=O)O)c(=O)c12,26%
CCO[C@H]1C[C@@H](O)C12CCN(C(=O)CCCc1ccccc1)CC2,-13%
COc1ccccc1OC1(C(=O)O)CCN(Cc2nccn2C)CC1,6%
O=C(COC(=O)C(Cc1c[nH]c2ccccc12)NC(=O)c1ccc(Br)cc1)c1ccc(Cl)cc1 (stereo not drawn),76%[activator]
COc1ccc(CCn2c3c(c(=O)[nH]c2=O)C(NC(=O)c2ccccc2F)(C(F)(F)F)C(=O)N3)cc1OC (stereo not drawn),31%[activator]
CC1=C(C(=O)Nc2cccnc2)C(c2ccccc2)n2nc(SCc3ccccc3)nc2N1 (stereo not drawn),3%
Cc1cccc(C(=O)N2CC(C(=O)N(C)C)C3(CCOCC3)C2)c1 (stereo not drawn),-3%
CCn1ccnc1CN1CCCC(CNC(=O)c2ccc(-c3ccccc3)cc2)C1 (stereo not drawn),?
COC(=O)c1nnn(CC(=O)Nc2ccc(Br)c(C)c2)c1N,i
Cc1nc(N(C)Cc2cccc(-c3nn[nH]n3)c2)c2cnn(C)c2n1,-16%
COCCN1C(=O)c2ccccc2C(C(=O)Nc2nc(C)c(C)s2)C12CCCC2 (stereo not drawn),7.9µM*
Cn1nnnc1SCCCNCc1ccc(-c2ccc(F)c(Cl)c2)o1,-19%
Cc1ccc(CNC(=O)C(C)n2ccc3cc(S(=O)(=O)N4CCCC4)ccc32)cc1 (stereo not drawn),-14%
COc1ccccc1C(=O)NCc1nnc2cc(-c3nc(C4CC4)no3)ccn12,?
COc1ccc2[nH]c(=O)c(CCC(=O)NCCc3ccc(S(N)(=O)=O)cc3)cc2c1,-19%
O=C1NCCOCCCN(S(=O)(=O)c2ccccc2)[C@H]2CCCC[C@@H]12,6%
O=C(CCc1conc1-c1cccc(F)c1)NC1CCCCCC1,-13%
N#Cc1ccc(S(=O)(=O)N2CC[C@@H]3C(=O)NCCCCCCN(Cc4ccncc4)[C@@H]3C2)cc1,?

# Only part of the results is shown; rates above refer to the full screens.
